Assay outcomes deposited in PubChem BioAssay by several laboratories.
KCNQ1 block – human KCNQ1 channel inhibition; B-score at 10 µM; CHO-K1 KCNQ1, FluxOR thallium flux fluorescence; stronger effect = higher value; 310,000 compounds, 1.3% hits; AID 2642; P51787;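 active = compounds whose thallium flux B-score, printed positive for inhibition, exceeds three library SD while starting fluorescence stays within three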;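 note: channel opened by potassium depolarization with thallium stimulus after 20 min compound exposure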
HDAC3 inh – blocks human histone deacetylase 3 | recombinant HDAC3, fluorogenic peptide/trypsin coupled, fluorescence | inhibition, % at 8.3 µM | AID 2718 | 320,000 compounds, 0.15% hits | O15379; in the data active = inhibition above about 26%, passing the limit was not always enough
GSK3beta inhib – inhibitors of human GSK3beta kinase. AID 2097. GST-GSK3beta kinase, ADP-Glo luminescence, 60 min; stronger effect = lower value. activity score (negative = inhibition), % at 10 µM. 300,000 compounds, 0.038% hits;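 active = more than half of replicate wells score below -50%, meaning over 50% inhibition versus plate controls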;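 note: 0% = median DMSO wells and -100% = median GW8510 positive control wells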
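Assay system: GST-fused GSK3beta enzyme, cell-free / Medium: Tris pH 7.5 buffer with MgCl2, DTT, BSA, heparin / Also added: peptide substrate plus 25 µM ATP (final) / Compound: 10 µM single point / Timing: kinase reaction with compound 60 min at room temperature / Detection: ADP-Glo luminescence / Benchmarks: DMSO neutral wells and GW8510 at 20 µM as positive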
KCNK9 inh – blocks the human KCNK9 two-pore domain potassium channel; HEK293 KCNK9, FluxOR thallium flux fluorescence; stronger effect = lower value; B-score at 10 µM; 310,000 compounds, 1.2% hits; Q9NPC2; AID 488922;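 active = ratio B-score over 3 SD below the library mean, with starting fluorescence within 5 SD of its mean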;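 note: negative B-score means less thallium flux so channel inhibition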
RGS4 pot – potentiators or activators of RGS4 | HEK293 M3R/inducible RGS4, carbachol calcium flux Fluo4; stronger effect = lower value | B-score at 10 µM | 310,000 compounds, 0.92% hits;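 active = B-score of the integrated calcium signal more than 4 SD below the library mean, with starting fluorescence not abnormally high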;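 note: negative B-score means reduced calcium response which marks RGS4 activation or potentiation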
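Material: Inducible-RGS4 HEK293 cells carrying M3 receptor; also added: carbachol at ECmax as muscarinic agonist stimulus; incubation: compound preincubation 20 min at room temperature before agonist; signal: Fluo4-AM (2 µM) calcium-flux fluorescence, kinetic read; measure: integrated calcium ratio converted to B score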
hERG protect – shields human hERG channel from block by proarrhythmic agents | Q12809 | CHO-hERG, FluxOR thallium flux, dofetilide IC70 present | activation (rescue from dofetilide block), less the hit threshold, % at 10 µM | 310,000 compounds, 0.51% hits | AID 1511;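 active = activation above the mean of controls blocked by dofetilide plus 5 SD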;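 note: thallium influx through hERG after potassium depolarization seen as dye fluorescence rise; in these data hits start at about 4.7%; inactives centre near -7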
Target sequence (Q12809 whole entry, looked up): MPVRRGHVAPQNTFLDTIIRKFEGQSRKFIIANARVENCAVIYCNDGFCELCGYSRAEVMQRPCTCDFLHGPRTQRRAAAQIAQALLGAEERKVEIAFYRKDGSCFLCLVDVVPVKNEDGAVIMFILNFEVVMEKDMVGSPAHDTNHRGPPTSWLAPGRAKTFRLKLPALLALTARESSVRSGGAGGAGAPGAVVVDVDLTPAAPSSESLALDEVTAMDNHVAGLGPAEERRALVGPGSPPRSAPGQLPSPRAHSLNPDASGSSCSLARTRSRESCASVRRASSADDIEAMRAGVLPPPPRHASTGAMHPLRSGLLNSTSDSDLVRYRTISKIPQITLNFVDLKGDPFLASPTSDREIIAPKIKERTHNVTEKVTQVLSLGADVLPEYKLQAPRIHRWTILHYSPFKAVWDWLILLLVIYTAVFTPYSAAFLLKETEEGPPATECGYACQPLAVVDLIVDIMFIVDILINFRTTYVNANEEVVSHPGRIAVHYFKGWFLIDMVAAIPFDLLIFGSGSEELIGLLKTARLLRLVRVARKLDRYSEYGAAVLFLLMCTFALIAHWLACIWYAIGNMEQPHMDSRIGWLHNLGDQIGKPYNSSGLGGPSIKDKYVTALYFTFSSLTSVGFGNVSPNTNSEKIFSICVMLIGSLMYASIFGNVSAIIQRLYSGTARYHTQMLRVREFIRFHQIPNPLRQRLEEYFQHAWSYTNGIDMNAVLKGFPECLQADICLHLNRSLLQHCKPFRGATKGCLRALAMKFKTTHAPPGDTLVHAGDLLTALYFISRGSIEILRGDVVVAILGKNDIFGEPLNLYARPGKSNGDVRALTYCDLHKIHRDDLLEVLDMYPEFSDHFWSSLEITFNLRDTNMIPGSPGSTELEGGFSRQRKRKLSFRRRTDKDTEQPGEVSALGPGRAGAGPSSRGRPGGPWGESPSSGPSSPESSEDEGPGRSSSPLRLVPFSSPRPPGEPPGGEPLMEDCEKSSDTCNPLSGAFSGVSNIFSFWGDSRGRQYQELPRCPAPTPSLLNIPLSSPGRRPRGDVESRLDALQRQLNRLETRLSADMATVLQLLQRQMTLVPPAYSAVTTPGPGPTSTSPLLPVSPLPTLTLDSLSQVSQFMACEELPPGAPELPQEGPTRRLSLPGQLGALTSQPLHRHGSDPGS
KCNQ1 pot – human KCNQ1 channel potentiation or activation; CHO-K1 KCNQ1, thallium flux FluxOR fluorescence; stronger effect = higher value; P51787; B-score at 10 µM; AID 2648; 310,000 compounds, 0.35% hits;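 active = fluorescence ratio B-score, a plate-corrected score, at least three library SD, with initial intensity B-score within 5 SD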
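Assay system: CHO-K1 cells stably expressing KCNQ1; Medium: assay buffer with matched DMSO; Also added: K+/Tl+ depolarizing stimulus; Dosing: single dose; Timing: dye 90 min, compound 20 min, room temperature; Measured by: kinetic FluxOR thallium fluorescence, 10-s 1-Hz baseline, 110-s post-stimulus read; Read-out: peak-minus-minimum fluorescence over initial fluorescence, negative-control normalized, B-scored.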
GSK3 alpha inh – human GSK-3 alpha kinase inhibition; P49840; AID 2650; 320,000 compounds, 0.1% hits; ADP-Glo luminescence, 60 min; inhibition, % at 10 µM;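 in the data active = inhibition above about 50%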;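 note: GST-tagged GSK-3 alpha with peptide substrate and 25 µM ATP; 0% = DMSO neutral wells and 100% = GW8510 positive control wells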
Dyrk1A ADPGlo – inhibitors of rat Dyrk1A kinase; Q63470; AID 504441; inhibition, % at 12.5 µM; ADP-Glo luminescence, NFATc1 peptide; 310,000 compounds, 0.43% hits; in the data active = inhibition above about 50%;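 note: plate controls were vehicle with enzyme for no effect and no enzyme for full effect; many of its hits are not listed in these tables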
PolyA inh – inhibitors of polyadenylation in S. cerevisiae; S. cerevisiae SKY197-pL101 polyadenylation reporter, beta-gal luminescence; efflux-impaired pdr1/pdr3 knockout yeast; score 100 = 6 SD above DMSO; calls only at 12 µM; 300,000 compounds, 0.02% hits; AID 1875;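 active = lowest replicate activity score at least 50, where 100 means six control SD above control mean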;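 note: yeast exposed to compound for 9 h at 30 °C; higher score means more reporter readthrough which indicates perturbed polyadenylation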
KCNK3 inh – human KCNK3 channel inhibition, primary screen; B-score at 10 µM; 340,000 compounds, 0.84% hits; CHO-KCNK3 thallium flux, FluxOR fluorescence; stronger effect = lower value; O14649;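 active = B-score under library mean minus 4 SD, starting fluorescence ratio at most library mean plus 5 SD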;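 note: more negative B-score means stronger inhibition of thallium flux through KCNK3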
Active calls of the source: *; i = inactive; nt = no result given.

SMILES | KCNQ1 block | HDAC3 inh | GSK3beta inhib | KCNK9 inh | RGS4 pot | hERG protect | KCNQ1 pot | GSK3 alpha inh | Dyrk1A ADPGlo | PolyA inh | KCNK3 inh
Cc1ccc(NC(=S)NCCCN2CCOCC2)cc1 | i | 1 | 2 | i | i | -8 | i | 4 | 1 | i | i
O=C(N/N=C/C=C\c1cccc([N+](=O)[O-])c1)c1ccccn1 | i | -6 | 3 | i | i | -11 | i | 0 | -2 | i | i
CCOC(=O)C1=C(CC)OC(N)=C(C#N)C1c1ccc(NC(C)=O)cc1 (centres undefined) | i | -1 | 2 | i | i | -8 | i | 6 | -2 | i | i
CCN(CC)CCC(c1ccc(OC)cc1)c1c(O)cc(OC)cc1OC (centres undefined) | i | 0 | 0 | i | i | -3 | i | 1 | 8 | i | i
O=C(c1ccccc1F)N1CCN=C1SCc1cccnc1 | i | -2 | 0 | i | i | -2 | i | -1 | -5 | i | i
O=C(N/N=C/c1cccnc1)c1cc2ccccc2o1 | i | 8 | -1 | i | i | -8 | i | 1 | 28 | i | i
Nc1cc(=O)[nH]c(SCc2cccc3ccccc23)n1 | i | 5 | 0 | i | i | -8 | i | -3 | -4 | i | i
CCc1nnc(NC(=O)CSc2nnc(-c3c[nH]c4ccccc34)n2C)s1 | i | 7 | 1 | i | i | -10 | i | 6 | 2 | i | i
Cc1ccc(S(=O)(=O)NC(=O)NCc2ccc3c(c2)OCO3)cc1 | i | -1 | 2 | i | i | -13 | i | -5 | -5 | i | i
O=C(COc1ccccc1)N(Cc1ccco1)c1ccc(O)cc1 | i | -11 | -5 | i | i | -2 | i | -3 | 6 | i | i
CCOC(=O)c1cc(C(=O)NN)c(C)nc1C | i | -3 | 0 | i | i | -8 | i | 0 | 0 | i | i
COCCN(CCOC)Cc1c(O)ccc2c1O/C(=C\c1ccco1)C2=O | 11* | -2 | 1 | i | i | -26 | i | 4 | 6 | i | i
Cc1ccc(S(=O)(=O)N/N=C/c2ccc(C#N)cc2)cc1 | i | 3 | 3 | i | i | -5 | i | 1 | 2 | i | i
COc1cccc(NC(=O)CN(C)C(=O)c2ccc(-c3ccc(Cl)cc3)o2)c1 | i | 9 | -4 | i | i | -21 | i | 2 | 5 | i | i
CCOC(=O)CSc1ccc(C(=O)Nc2ccc(OC)cc2)cn1 | i | -3 | -2 | i | i | -4 | i | -2 | -1 | i | i
O=C(N=C1SC2CS(=O)(=O)CC2N1c1cc(Cl)ccc1Cl)C1CC1 (centres undefined) | i | -7 | 5 | i | i | -5 | i | 2 | 2 | i | i
N#CC1(NC(=O)CSc2ccccn2)CCCCC1 | i | -3 | 1 | i | i | -5 | i | -3 | 12 | i | i
CCOc1ccc(NC(=O)CSc2nc3ccsc3c(=O)n2CCC(=O)O)cc1 | i | 0 | 4 | i | i | -6 | i | -4 | -6 | i | i
CC(C)c1cc(C(=O)O)n(-c2ccccc2)n1 | i | -7 | 4 | i | i | -3 | i | 2 | 0 | i | i
CCCn1c(CN2CCN(C(=O)OCC)CC2)nc2c1c(=O)n(C)c(=O)n2C | i | -8 | -3 | i | i | -7 | i | 1 | 1 | i | i
CCN(c1cccc(C)c1)C(C(=O)Nc1ccc(OC)cc1)c1cc2c(cc1[N+](=O)[O-])OCO2 (centres undefined) | i | -6 | -1 | i | i | -4 | i | -1 | -1 | i | i
O=C(Nc1ccc(C(=O)O)cc1)Nc1cccc([N+](=O)[O-])c1 | 7* | 11 | 0 | i | i | -8 | i | -2 | 45 | i | i
Cc1ccc2c(c1)nnn2C1CCN(S(=O)(=O)c2ccc(C(=O)N3CC(C)CC(C)C3)cc2)CC1 (centres undefined) | i | 3 | -1 | i | i | -17 | i | 1 | 4 | i | i
CCc1nn2c(=O)cc(CSc3nc(C)cc(=O)[nH]3)nc2s1 | i | 1 | -1 | i | i | -8 | i | -1 | 1 | i | i
Cc1ccc2occ(/C=C/C(=O)c3ccccc3O)c(=O)c2c1 | i | -5 | -1 | i | i | -4 | i | -1 | 4 | i | i

The list goes on; it opens with the 6 that closed the last part.
SMILES | KCNQ1 block | HDAC3 inh | GSK3beta inhib | KCNK9 inh | RGS4 pot | hERG protect | KCNQ1 pot | GSK3 alpha inh | Dyrk1A ADPGlo | PolyA inh | KCNK3 inh
CCCn1c(CN2CCN(C(=O)OCC)CC2)nc2c1c(=O)n(C)c(=O)n2C | i | -8 | -3 | i | i | -7 | i | 1 | 1 | i | i
CCN(c1cccc(C)c1)C(C(=O)Nc1ccc(OC)cc1)c1cc2c(cc1[N+](=O)[O-])OCO2 (centres undefined) | i | -6 | -1 | i | i | -4 | i | -1 | -1 | i | i
O=C(Nc1ccc(C(=O)O)cc1)Nc1cccc([N+](=O)[O-])c1 | 7* | 11 | 0 | i | i | -8 | i | -2 | 45 | i | i
Cc1ccc2c(c1)nnn2C1CCN(S(=O)(=O)c2ccc(C(=O)N3CC(C)CC(C)C3)cc2)CC1 (centres undefined) | i | 3 | -1 | i | i | -17 | i | 1 | 4 | i | i
CCc1nn2c(=O)cc(CSc3nc(C)cc(=O)[nH]3)nc2s1 | i | 1 | -1 | i | i | -8 | i | -1 | 1 | i | i
Cc1ccc2occ(/C=C/C(=O)c3ccccc3O)c(=O)c2c1 | i | -5 | -1 | i | i | -4 | i | -1 | 4 | i | i
Cc1ccccc1N(CC(=O)NCCc1ccccc1)C(=O)c1ccc(N2CCCC2)nc1 | i | 2 | -1 | i | i | -6 | i | 0 | -6 | i | i
Cc1ccnc(NC(=O)C2CC(=O)N(Cc3ccccc3)C2)c1 (centres undefined) | i | 6 | -20 | i | i | -9 | i | 24 | -1 | i | i
O=c1c[n+]([O-])c2ccccc2n1OCc1c(F)cccc1F | i | -1 | 0 | i | i | -4 | i | 0 | -3 | i | i
Cc1nc(Nc2cc(F)ccc2C)c2nnn(Cc3ccccc3)c2n1 | i | -8 | nt | i | i | -4 | i | -4 | -4 | i | i
O=C(O)CC(CC(=O)Nc1nncs1)c1ccccc1 (centres undefined) | i | -1 | -1 | i | i | -9 | i | 1 | 4 | i | i
CCOC(=O)C1=C(C)Nc2sc(C(=O)c3ccc(OC)cc3)c(N)c2C1c1ccc(C(=O)OC)cc1 (centres undefined) | i | 3 | 3 | -6.7* | i | -10 | i | 10 | 3 | i | i
Clc1ccc(CN=C(Nc2ccccc2)NC2CCCCC2)cc1 | 8* | -4 | 2 | i | i | -8 | i | 1 | -1 | i | i
CCOC(=O)CSc1nc(Nc2ccc3c(c2)OCO3)c2ccccc2n1 | i | -3 | -2 | i | i | -17 | i | -2 | 15 | nt | i
Cc1ccc(C(C(=O)NC2CCCC2)N(C(=O)c2csnn2)c2ccccc2)o1 (centres undefined) | i | -9 | 0 | i | i | -4 | i | -3 | 2 | i | i
COc1ccc(OC)c(NC(=O)c2ccc(CN(c3cc(Cl)ccc3C)S(=O)(=O)c3ccccc3)cc2)c1 | i | -2 | 3 | i | i | -4 | i | -3 | -4 | i | i
Cc1cc(C)c(NC(=O)CSc2nc3c(c(=O)n2C)SC(C)C3)c(C)c1 (centres undefined) | i | -2 | -1 | i | i | -6 | i | -1 | -1 | i | i
CSc1nc2ccccc2n1C(=O)Oc1ccccc1 | i | 2 | 2 | i | i | -14 | i | 3 | 3 | i | i
Cc1cc(C(=O)NCCCn2ccnc2)cs1 | i | 3 | nt | i | i | -8 | i | -1 | 0 | i | i
O=C(NC1CCS(=O)(=O)C1)c1ccc2c(c1)OCO2 (centres undefined) | i | 1 | -2 | i | i | -8 | i | 0 | 1 | i | i
Cc1ccc(N(CC(=O)NCCc2ccccc2)C(=O)CCC(=O)Nc2cc(C)ccn2)cc1 | i | 5 | -1 | i | i | -5 | i | -1 | -7 | i | i
Cn1c(C(=O)N[C@@H](Cc2ccccc2)C(=O)O)cc2cc(Cl)ccc21 | i | -6 | 7 | i | i | 0 | i | -4 | 5 | i | i
O=c1[nH]n2c(=O)c3c([nH]c2c1N=Nc1cccc(C(F)(F)F)c1)CCCC3 | i | 13 | -2 | i | i | -18 | i | -3 | 6 | i | i
C/C(=N\OCC(=O)Nc1ccc(F)c(F)c1F)c1cc2ccccc2o1 | i | 2 | 0 | i | i | -10 | i | -2 | 5 | i | i
O=C1CC(SC2=NCCS2)C(=O)N1c1ccc(Br)cc1 (centres undefined) | i | 7 | 2 | i | i | -4 | i | 1 | 6 | i | i
CNC(=O)NC(=O)CN1C(=O)NC2(CCOc3ccccc32)C1=O (centres undefined) | i | -1 | 0 | i | i | -4 | i | -2 | 3 | i | i
Cc1ccc(SCC(=O)OC(C)C(=O)NCc2ccccc2)cc1C (centres undefined) | i | 2 | 4 | i | i | -6 | i | 2 | -6 | i | i
O=P(c1ccccc1)(c1ccccc1)C(O)c1ccncc1 (centres undefined) | i | -8 | -1 | i | i | -5 | i | -3 | -9 | i | i
CC(C)(C)c1ccc(/C=N/OCC(=O)NCc2ccc(F)cc2)cc1 | i | -5 | 8 | i | i | -9 | i | 6 | 7 | i | i
CCCCNC(=S)N=Nc1c(O)n(Cc2ccccc2)c2ccccc12 | i | 3 | 0 | i | i | 3 | i | 1 | 1 | i | i
O=c1c2ccccc2nc(-c2ccco2)n1-c1nc2ccccc2s1 | i | 3 | 2 | i | i | -3 | i | -2 | 0 | i | i
O=C(Nc1ccccc1C(F)(F)F)N1CCCCCC1 | i | 1 | -1 | i | i | -16 | i | 2 | -3 | i | i
NS(=O)(=O)c1ccc(CCNC(=O)c2cc(-c3cccs3)nc3ccccc23)cc1 | i | nt | -3 | i | i | -2 | i | nt | 3 | i | i
COCc1c(C(C)C)nc(C(C)C)c(/C=C/[C@@H](O)C[C@@H](O)CC(=O)O)c1-c1ccc(F)cc1 | i | 9 | -3 | i | i | -10 | i | -5 | nt | i | nt
Cc1ccc(NC(=O)Nc2ccon2)cc1 | i | nt | 4 | i | i | -8 | i | nt | 7 | i | i
O=C(O)c1cccc(Nc2ccc([N+](=O)[O-])cn2)c1 | i | 4 | -3 | i | i | -6 | i | 6 | 1 | i | i

An excerpt. The share of hits here may be higher or lower than overall.
